GASC1 inh: inhibitors of GASC-1 (KDM4C) histone demethylase, primary screen, biochemical, single concentration HTS; Lysine-specific demethylase 4C (Homo sapiens), Q9H3R0; GST-KDM4C 2-372, H3K9me3 peptide, LANCE TR-FRET; inhibition, % at 12.5 µM; 96,000 tested, 0.15% active; AID 720574, 2013;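 active = mean replicate inhibition above about 25%, with at least 55% of replicates also reaching it, limit read from the data, passing the limit was not always enough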
Target sequence (Q9H3R0 2-372 limits assumed): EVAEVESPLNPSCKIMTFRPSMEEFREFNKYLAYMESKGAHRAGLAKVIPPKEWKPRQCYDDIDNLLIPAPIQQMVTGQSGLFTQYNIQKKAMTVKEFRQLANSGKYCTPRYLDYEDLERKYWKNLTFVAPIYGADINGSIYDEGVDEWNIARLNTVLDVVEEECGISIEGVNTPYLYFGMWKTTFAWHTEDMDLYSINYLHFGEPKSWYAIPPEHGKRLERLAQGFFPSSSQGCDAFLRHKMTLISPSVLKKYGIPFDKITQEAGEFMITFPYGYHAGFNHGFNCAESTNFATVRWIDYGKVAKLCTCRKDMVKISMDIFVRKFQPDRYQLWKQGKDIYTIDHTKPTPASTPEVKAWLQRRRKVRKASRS
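System: N-terminal GST-fused human GASC-1 (KDM4C) fragment, residues 2-372 / Amount: 10 nM GST-KDM4C in enzyme reaction / Also added: H3K9me3 peptide with Fe(II)/2OG / Times: 30 min demethylation and 1 h detection at room temperature / Signal: LANCE TR-FRET / Read-out basis: Fall in 671/618 emission ratio as inhibition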
C diff growth: C. difficile growth inhibitors, primary screen, HTS; Clostridium difficile clinical isolate growth, OD600, 24 h; stronger effect = lower value; growth activity, negative = inhibition, % at 16 µg/mL (by protocol); 86,000 tested, 0.25% active; AID 1259249, 2017;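 active = mean growth activity at or below -80% and every replicate also at or below -80%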;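 also: 0% = DMSO wells and -100% = levofloxacin 16 µg/mL wells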
Pf Dd2 growth: P. falciparum Dd2 growth inhibitors, primary screen, SYBR Green fluorescence, single dose replicates | 72 h; stronger effect = lower value | activity change, % at 10 µM | 94,000 tested, 2.3% active; in the data active = activity change below about -80%
Tcruzi prolif: T. cruzi intracellular proliferation inhibitors, primary screen, cell-based, beta-gal Tulahuen parasites, NIH3T3 host, luminescence | 77,000 tested, 5.9% active | T. cruzi beta-gal in NIH3T3, GalScreen luminescence, 90 h | inhibition, % at 8.34 µM | AID 624255, 2012;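 active = mean inhibition above about 93%, with at least 55% of replicates each passing it, limit read from the data, passing the limit was not always enough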
* marks the source's active call; other numbers are inactive results; x = not tested or not shown; & = joins results of further samples. Hits appear at their usual frequency (roughly 6.7% active in at least one column).

smiles | GASC1 inh | Pf Dd2 growth | C diff growth | Tcruzi prolif
C[C@@H]1CCCCO[C@@H](CN(C)S(=O)(=O)c2ccccc2)[C@@H](C)CN([C@@H](C)CO)C(=O)c2cc(NC(=O)c3ccccc3)ccc2O1 | -0.5 | -54 | x | -30
O=C(C[C@@H]1CC[C@H]2[C@@H](COC[C@@H](O)CN2C(=O)c2ccncc2)O1)NC1CCC1 | -1.3 | -8 | 7&-6 | 72
C[C@H](CO)N1C[C@H](C)[C@@H](CN(C)S(=O)(=O)c2cn(C)cn2)Oc2c(NS(=O)(=O)c3cccs3)cccc2C1=O | 0.4 | 32 | x | -13
Cc1noc(C)c1NC(=O)N[C@H]1CC[C@@H](CC(=O)Nc2ccc(-c3ccccc3)cc2)O[C@@H]1CO | -1.3 | -12 | x | 9
CN1C(=O)c2cc(NC(=O)C3CCOCC3)ccc2OC[C@H]2O[C@@H](CC(=O)O)CC[C@H]21 | 0.3 | -6 | -7 | 10
O=C(C[C@H]1C[C@@H]2c3cc(NC(=O)c4ccc5c(c4)OCO5)ccc3O[C@@H]2[C@H](CO)O1)NCc1ccc(Cl)cc1 | -1.2 | 16 | -25 | 47
O=C(C[C@@H]1C=C[C@@H](NC(=O)c2ccncc2)[C@@H](CO)O1)NCCc1ccncc1 | 0.0 | x | -2 | x
C[C@H]1CN([C@@H](C)CO)C(=O)Cc2cc(NS(=O)(=O)c3ccccc3)ccc2O[C@H]1CN(C)Cc1ccc(Cl)c(Cl)c1 | -1.5 | 19 | 17 | 25
Cc1ccc(S(=O)(=O)N(C)C[C@H]2Oc3ccc(NC(=O)C4CCCCC4)cc3C(=O)N([C@H](C)CO)C[C@@H]2C)cc1 | -0.6 | -24 | -4 | 59
Cc1ccc(S(=O)(=O)Nc2ccc3c(c2)CC(=O)N([C@H](C)CO)C[C@@H](C)[C@@H](CN(C)S(=O)(=O)c2cccs2)O3)cc1 | 0.9 | 0 | -1 | 72
Cc1noc(C)c1NC(=O)Nc1ccc2c(c1)C(=O)N([C@@H](C)CO)C[C@@H](C)[C@@H](CN(C)C(=O)Nc1ccc(F)cc1)OCCCC[C@@H](C)O2 | 0.7 | -24 | 4 | 27
COc1ccc(NC(=O)Nc2ccc3c(c2)CC(=O)N([C@@H](C)CO)C[C@@H](C)[C@H](CN(C)S(=O)(=O)c2cccs2)O3)cc1 | -0.2 | -24 | -9 | 8
C[C@@H]1CN([C@H](C)CO)C(=O)Cc2cc(NC(=O)c3ccncc3)ccc2O[C@@H]1CN(C)C(=O)NC1CCCCC1 | -8.7 | 21 | 3 | -10
C[C@H](CO)N1C[C@H](C)[C@@H](CN(C)Cc2ccc3c(c2)OCO3)Oc2cc(Br)ccc2S1(=O)=O | -1.5 | -3 | 12 | x
C[C@H](NC(=O)C[C@H]1CC[C@H]2[C@@H](COC[C@@H](O)CN2C(=O)Nc2ccccc2)O1)c1ccccc1 | -0.7 | 1 | x | -13

Reprinted from the part before: four entries, followed by the next part.
smiles | GASC1 inh | Pf Dd2 growth | C diff growth | Tcruzi prolif
COc1ccc(NC(=O)Nc2ccc3c(c2)CC(=O)N([C@@H](C)CO)C[C@@H](C)[C@H](CN(C)S(=O)(=O)c2cccs2)O3)cc1 | -0.2 | -24 | -9 | 8
C[C@@H]1CN([C@H](C)CO)C(=O)Cc2cc(NC(=O)c3ccncc3)ccc2O[C@@H]1CN(C)C(=O)NC1CCCCC1 | -8.7 | 21 | 3 | -10
C[C@H](CO)N1C[C@H](C)[C@@H](CN(C)Cc2ccc3c(c2)OCO3)Oc2cc(Br)ccc2S1(=O)=O | -1.5 | -3 | 12 | x
C[C@H](NC(=O)C[C@H]1CC[C@H]2[C@@H](COC[C@@H](O)CN2C(=O)Nc2ccccc2)O1)c1ccccc1 | -0.7 | 1 | x | -13
CO[C@H]1CN(C)C(=O)c2ccc(NS(=O)(=O)c3ccccc3Cl)cc2OC[C@H](C)NC[C@@H]1C | 1.0 | -13 | 0 | -72
COc1ccc(NC(=O)Nc2ccc3c(c2)[C@H]2C[C@@H](CC(=O)NCc4ccc5c(c4)OCO5)O[C@@H](CO)[C@H]2O3)cc1 | 5.3 | -11 | 1 | x
O=C(C[C@@H]1CC[C@@H]2[C@H](COC[C@H](O)CN2C(=O)c2ccc3c(c2)OCO3)O1)NC1CCC1 | 1.4 | 0 | -4 | 16
CO[C@@H]1CN(C)C(=O)c2cc(NS(C)(=O)=O)ccc2OC[C@@H](C)N(S(=O)(=O)CC(F)(F)F)C[C@H]1C | -0.4 | -12 | x | 23
CC(C)NC(=O)N(C)C[C@H]1Oc2ccc(NS(C)(=O)=O)cc2CC(=O)N([C@H](C)CO)C[C@@H]1C | 0.4 | 17 | 6 | x
C[C@H]1CCCCO[C@H](CN(C)C(=O)Cc2ccccc2)[C@@H](C)CN([C@@H](C)CO)C(=O)c2cc(NC(=O)Nc3ccc(F)cc3)ccc2O1 | -1.3 | -51 | -4 | 101*
C/C=C/c1ccc([C@@H]2[C@@H](CO)N(C(C)=O)C23CN(C(=O)c2ccc(F)cc2)C3)cc1 | -0.5 | -20 | -5 | x
CC(=O)N1CC(=O)N2[C@H](CO)[C@H](c3ccc(C#CC(C)C)cc3)[C@H]2C1 | -2.1 | 17 | -11 | x
C[C@H]1CN([C@@H](C)CO)C(=O)c2cc(NC(=O)Nc3ccc(C(F)(F)F)cc3)ccc2O[C@H]1CN(C)C(=O)Nc1ccc2c(c1)OCO2 | -0.2 | -42 | x | 14
CNC[C@H]1Oc2ccc(NS(=O)(=O)c3ccc(Cl)cc3)cc2CC(=O)N([C@H](C)CO)C[C@H]1C | -0.9 | 4 | 0 | x
COCC(=O)N(C)C[C@@H]1Oc2ncc(Br)cc2C(=O)N([C@H](C)CO)C[C@@H]1C | 0.2 | 21 | -2 | x
CCCC(=O)Nc1ccc2c(c1)C(=O)N(C)C[C@@H](OC)[C@@H](C)CN(CCC)[C@H](C)CO2 | 0.2 | x | -5 | -3
COc1ccccc1C#Cc1ccc([C@@H]2[C@@H](CO)N(C(=O)C3CCC3)[C@H]2C#N)cc1 | -3.0 | -67 | -6 | 91
O=C(C[C@@H]1CC[C@@H](NC(=O)C2CC2)[C@@H](CO)O1)NC1CCC1 | -1.5 | 11 | x | -8
C[C@H](CO)N1C[C@H](C)[C@@H](CN(C)Cc2ccc(F)cc2)Oc2ncc(-c3ccccc3F)cc2C1=O | 3.3 | -25 | 7 | 62
CO[C@@H]1CN(C)C(=O)c2cc(NC(=O)Nc3ccccc3Cl)ccc2OC[C@@H](C)NC[C@@H]1C | 0.5 | -9 | x | -34
C[C@H]1CN([C@@H](C)CO)C(=O)c2cc(NC(=O)c3ccncc3)ccc2O[C@@H]1CN(C)Cc1ccc(C(=O)O)cc1 | -1.7 | 10 | -2 | 49
COc1ccc(NC(=O)N[C@@H]2CC[C@@H](CCNC(=O)Cc3ccncc3)O[C@@H]2CO)cc1 | 0.8 | -11 | -5 | x
CCS(=O)(=O)N1[C@@H](CO)[C@H](c2ccccc2)C12CN(C(=O)C1CCCC1)C2 | -0.2 | 9 | -1 | x
COc1ccc2c3c(n(C)c2c1)[C@H](CO)NCC31CN(Cc2ccccc2F)C1 | -0.9 | -66 | 3 | x
COc1ccccc1-c1ccc2n(c1=O)C[C@@H]1[C@@H](CO)[C@H](C(=O)N(C)C)N(C(=O)c3cccnc3)[C@H]21 | -0.5 | x | -2 | 56
C[C@@H](NC(=O)[C@H]1[C@H](CO)[C@H]2Cn3c(cccc3=O)[C@H]2N1S(C)(=O)=O)c1ccccc1 | 0.5 | x | 8 | 15
C[C@H](CO)N1C[C@H](C)[C@@H](CN(C)C(=O)Nc2ccc(F)cc2)Oc2ccc(NC(=O)Nc3ccc4c(c3)OCO4)cc2CC1=O | -0.6 | -26 | -22 | 6
COc1ccc(NC(=O)N(C)C[C@H]2Oc3ccc(NS(=O)(=O)c4ccc(F)cc4)cc3C(=O)N([C@@H](C)CO)C[C@@H]2C)cc1 | 1.2 | 43 | x | -55
Cn1cnc(S(=O)(=O)N2CCCCN3[C@H](CO)[C@H](c4ccc(-c5ccccc5F)cc4)[C@@H]3C2)c1 | 1.7 | 17 | -1 | 59
C[C@H](CO)N1C[C@H](C)[C@H](CN(C)C(=O)CN(C)C)Oc2cc(-c3ccc(C#N)cc3)ccc2S1(=O)=O | -0.4 | x | -2 | 1
COc1ccc(NC(=O)Nc2ccc3c(c2)C(=O)N([C@H](C)CO)C[C@H](C)[C@@H](CN(C)Cc2ccc(C(=O)O)cc2)O3)cc1 | 0.7 | 13 | -3 | -27
CC(C)NC(=O)N1CCCCN2[C@H](CO)[C@@H](c3ccc(C#CC4CC4)cc3)[C@@H]2C1 | 0.9 | 15 | 10 | 73
C[C@H](CO)N1C[C@H](C)[C@H](CN(C)Cc2cccc(C(=O)O)c2)Oc2cc(C3=CCCCC3)ccc2S1(=O)=O | 2.3 | -31 | -1 | 50
C[C@@H]1CN([C@H](C)CO)C(=O)c2c(c3ccccc3n2C)-c2ccccc2CO[C@@H]1CN(C)Cc1cccc(O)c1 | -2.6 | -88* | -6 | x
Cc1noc(C)c1NC(=O)N(C)C[C@@H]1Oc2ccc(NC(=O)Nc3ccc(C(F)(F)F)cc3)cc2CC(=O)N([C@@H](C)CO)C[C@@H]1C | -1.6 | -1 | 1 | 5
CN(C)CC(=O)Nc1ccc2c(c1)[C@H]1C[C@H](CC(=O)NCc3cc(F)ccc3F)O[C@H](CO)[C@H]1O2 | -1.5 | -6 | x | 18
O=C(C[C@H]1C[C@@H]2c3cc(NC(=O)CC4CC4)ccc3O[C@@H]2[C@H](CO)O1)NCC(F)(F)F | -0.7 | 21 | 2 | 28
CC(C)NC(=O)Nc1ccc2c(c1)C(=O)N([C@H](C)CO)C[C@@H](C)[C@@H](CN(C)C(=O)C1CCCCC1)OCCCC[C@H](C)O2 | 0.1 | -22 | -5 | -6
O=C(C[C@@H]1CC[C@@H]2[C@H](COC[C@H](O)CN2C(=O)Nc2ccc(Cl)c(Cl)c2)O1)NCc1ccccc1 | -0.9 | 7 | x | 55
C[C@H]1CN([C@@H](C)CO)C(=O)c2cc(-c3ccc(F)cc3)cnc2O[C@H]1CN(C)Cc1ccc(F)cc1 | 0.4 | -14 | 7 | -16
COc1ccc(S(=O)(=O)N[C@@H]2C=C[C@@H](CC(=O)N3CCN(c4ccccc4)CC3)O[C@@H]2CO)cc1 | -1.4 | -3 | -4 | -3
O=C1CNC[C@H]2[C@@H](c3ccc(C4=CCCCC4)cc3)[C@@H](CO)N12 | 3.8 | 13 | 5 | x
C[C@H]1CN([C@@H](C)CO)S(=O)(=O)c2ccc(C3=CCCC3)cc2O[C@H]1CN(C)C(=O)c1cnccn1 | 0.5 | -32 | 1 | x
COc1ccccc1-c1cn(CC[C@H]2CC[C@H](NC(=O)Cc3ccccn3)[C@H](CO)O2)nn1 | -1.0 | -19 | 9 | 31
CO[C@H]1CN(C)C(=O)c2ccc(NC(=O)Nc3ccc(Cl)cc3)cc2OC[C@H](C)NC[C@H]1C | -0.3 | x | x | -100
C[C@@H]1CCCCO[C@@H](CN(C)C(=O)c2ccncc2)[C@@H](C)CN([C@H](C)CO)C(=O)c2cc(NS(=O)(=O)c3cn(C)cn3)ccc2O1 | 2.8 | 28 | -5 | 22
CCCc1cn(CC[C@@H]2CC[C@H](NC(=O)C3CCCCC3)[C@@H](CO)O2)nn1 | 2.6 | -19 | x | 27
C[C@H]1CCCCO[C@H](CN(C)C(=O)Nc2ccc(F)cc2)[C@@H](C)CN([C@@H](C)CO)C(=O)c2cc(NC(=O)Nc3ccc(C(F)(F)F)cc3)ccc2O1 | -1.6 | -57 | -1 | 86
C[C@H](CO)N1C[C@H](C)[C@H](CN(C)C(=O)c2ccncc2)OCCCC[C@H](C)Oc2ccc(NS(=O)(=O)c3cccs3)cc2C1=O | 0.8 | 6 | x | x
COCCNC(=O)C[C@@H]1C[C@H]2c3cc(NC(=O)CC4CC4)ccc3O[C@H]2[C@@H](CO)O1 | -2.6 | 24 | -2 | 0
CN(C)C(=O)[C@@H]1[C@@H](CO)[C@@H]2Cn3c(cccc3=O)[C@@H]2N1CC1CCCC1 | 0.9 | 13 | -3 | -7
C[C@@H]1CN([C@@H](C)CO)C(=O)c2cccc(NC(=O)c3ccncc3)c2O[C@H]1CN(C)S(=O)(=O)c1cccs1 | 0.2 | 24 | 0 | -95
CCC(=O)NC[C@@H]1[C@@H](c2ccc(C3=CCCC3)cc2)[C@@H](CO)N1C(=O)CN(C)C | 1.6 | -8 | 6 | x
O=C(Nc1cccc(F)c1)N1CC(=O)N2[C@H](CO)[C@H](c3ccc(-c4ccccc4F)cc3)[C@H]2C1 | -1.0 | -7 | -11 | x
C[C@H](CO)N1C[C@H](C)[C@@H](CN(C)S(=O)(=O)c2ccc(Cl)cc2)Oc2ccc(NC(=O)Nc3ccc(C(F)(F)F)cc3)cc2CC1=O | -0.7 | -28 | 19 | -79
C[C@H]1CN([C@@H](C)CO)C(=O)c2cc(NC(=O)NC3CCCCC3)ccc2O[C@H]1CN(C)C(=O)Nc1cccc2ccccc12 | -5.4 | -12 | -11 | 29
